Source: PubChem (National Center for Advancing Translational Sciences (NCATS))
EPAC2 ag = activates human EPAC2 exchange factor | AID 720711 | Potency, µM (series often up to 154 µM), for the others: top-dose activation, most hits filed as activators | EPAC2 activation, biochemical qHTS; response scale: 100% = 6.5 mM cAMP response | Q8WZA2 | 0.079% of 360,000 active; also: potency is read from the fitted curve at half-maximal effect; nearly all actives have a fitted effect of over 50% in size
Target sequence (Q8WZA2 whole entry, looked up): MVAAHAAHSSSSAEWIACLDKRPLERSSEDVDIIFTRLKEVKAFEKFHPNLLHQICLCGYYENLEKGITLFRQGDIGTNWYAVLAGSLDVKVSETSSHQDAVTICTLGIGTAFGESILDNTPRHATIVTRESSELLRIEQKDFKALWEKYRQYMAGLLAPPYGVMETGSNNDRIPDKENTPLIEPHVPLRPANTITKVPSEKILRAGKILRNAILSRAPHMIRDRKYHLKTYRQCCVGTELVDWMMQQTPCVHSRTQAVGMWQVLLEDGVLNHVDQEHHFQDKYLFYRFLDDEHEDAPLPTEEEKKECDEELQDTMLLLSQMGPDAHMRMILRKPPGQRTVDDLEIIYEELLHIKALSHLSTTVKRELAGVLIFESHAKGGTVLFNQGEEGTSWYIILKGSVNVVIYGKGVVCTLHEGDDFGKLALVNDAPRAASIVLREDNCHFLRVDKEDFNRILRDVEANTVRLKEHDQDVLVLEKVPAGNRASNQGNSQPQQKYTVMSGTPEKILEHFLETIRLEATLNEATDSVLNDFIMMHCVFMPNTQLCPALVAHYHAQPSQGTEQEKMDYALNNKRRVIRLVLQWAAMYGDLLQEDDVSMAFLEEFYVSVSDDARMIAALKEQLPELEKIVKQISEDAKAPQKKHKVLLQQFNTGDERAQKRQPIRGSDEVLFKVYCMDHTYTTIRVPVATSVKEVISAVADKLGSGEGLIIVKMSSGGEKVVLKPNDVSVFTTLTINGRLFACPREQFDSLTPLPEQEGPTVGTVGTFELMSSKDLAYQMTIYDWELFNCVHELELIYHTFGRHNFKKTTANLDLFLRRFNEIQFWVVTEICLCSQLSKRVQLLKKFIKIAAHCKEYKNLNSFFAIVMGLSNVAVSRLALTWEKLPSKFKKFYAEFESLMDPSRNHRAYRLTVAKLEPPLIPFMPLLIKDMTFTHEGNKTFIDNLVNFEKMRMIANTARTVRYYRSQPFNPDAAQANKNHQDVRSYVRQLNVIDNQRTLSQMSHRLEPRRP
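Setup: EPAC2 100 nM, labeled Rap1B complex 250 nM, free GDP 50 uM. Compound titrations pinned in, brief spin, 5 min room temperature incubation. Kinetic fluorescence read over 30 min, normalized to 6.5 mM cAMP.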
TGFb inhibitor = TGF-b pathway inhibition. 1.2% of 410,000 active. Potency, µM (top dose mostly 46.1 µM), without a hit: at the top dose activity, negative = inhibition, actives largely listed as inhibitors. AID 588855. HepG2 CAGA-GFP TGF-b/SMAD3 reporter, GFP fluorescence, 18 h; TGF-beta stimulated, 500 pg/mL final; also: potency is read from the fitted curve at half-maximal effect; % is scaled to controls: 0 for no effect and ±100 for the full control effect; nearly all actives have a fitted effect of over 65% in size
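TGF-beta reporter screen: HEPG2 CAGA-GFP, 1% FBS, 500 pg/mL TGF-beta final, 18 h; per-cell GFP summed per well; curves fitted and categorized by class.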
Nrf2 inh = inhibitors of Nrf2 signaling | Potency, µM (top dose mostly 46 µM), without a hit: at the top dose activity change, negative = inhibition, actives largely listed as inhibitors | 2.1% of 360,000 active | A549 ARE-Fluc reporter, luciferase luminescence, 18-24 h | AID 504444; also: potency is read from the fitted curve at half-maximal effect; % is scaled to controls: 0 for no effect and ±100 for the full control effect; nearly all actives have a fitted effect of over 60% in size
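Cells were seeded and rested 2 h, then exposed to compounds for 18-24 h. CellTiter-Fluor was read first as a viability measure. BugLite was added 15 min before the final luminescent read of ARE-luciferase activity in A549 cells.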
ATXN2 expr inh = inhibitors of ATXN2 expression | HEK-293 ATXN2-luciferase reporter, luminescence, 24 h | Potency, µM (doses to about 57 µM), without a hit: at the top dose activity change, negative = inhibition, most hits filed as inhibitors | 0.72% of 360,000 active | AID 1745845; also: potency is read from the fitted curve at half-maximal effect; % is scaled to controls: 0 for no effect and ±100 for the full control effect; nearly all actives have a fitted effect of over 55% in size
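ATXN2-luciferase reporter cells (luciferase flanked by upstream and downstream ATXN2 gene portions) were treated 24 h at 37 °C with compounds at up to 57 uM. SteadyGlo luminescence gave expression; GF-AFC fluorescence gave viability.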
Nrf2 ARE act = activates Nrf2 signaling; AREc32 ARE-luciferase reporter (MCF7-derived line), luminescence, 24 h; Potency, µM (top dose mostly 46.1 µM), without a hit: at the top dose activation, usual class: activators; 0.31% of 410,000 active; AID 624171; also: potency is read from the fitted curve at half-maximal effect; % of control where 0% means no effect; nearly all actives have a fitted effect of over 65% in size
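Each well held 1000 AREc32 cells, which were incubated with compound for 24 hr at 37 deg C after overnight attachment, and ARE reporter activity was quantified by firefly luciferase luminescence.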
S2 tox = reduces viability in counter-screen for ATXN expression inhibitors. S2 cells (HEK-293 line with an ATXN2-luciferase reporter) viability, CellTiter-Fluor protease fluorescence, 24 h. Potency, µM (top dose mostly 56.7 µM), actives largely listed as cytotoxic. 0.49% of 400,000 active; also: potency is read from the fitted curve at half-maximal effect; nearly all actives have a fitted effect of over 40% in size
IL-2 act = activators of IL-2; 0.065% of 360,000 active; AID 652025; IL-2 activation reporter assay, cell-based qHTS; stimulated with anti-CD3/CD4/CD28 beads; in transgenic mouse T cells; activation, % (series mostly up to about 46 µM); in the data active = activation above about 50%; inconclusive = mostly about 30% to 49%; also: 0% is about no effect
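First, unstimulated transgenic mouse T cells were exposed to compound for 60 min. Next, anti-CD3/anti-CD4-coated beads with anti-CD28 were added. Finally, after 18 h at 37 degrees C, EGFP and DsRed were imaged.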
HepG2 tox = kills HepG2 cells in TGF-b inhibitor counter-screen | Potency, µM (titrated, usually from 46.1 µM), without a hit: at the highest dose activity change, negative = cytotoxicity, usual class: cytotoxic | HepG2 CAGA-GFP viability, ATP luminescence, 18 h | 0.76% of 410,000 active; also: potency is read from the fitted curve at half-maximal effect; some results filed as inactive show a strong effect at the top dose
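CellTiter-Glo luminescence gave cytotoxicity after 18 hours at 37 degrees C. The cells were HepG2 CAGA-GFP in 1% FBS DMEM, stimulated with 500 pg/mL TGF-beta after compound addition. %Activity was normalised to no-cell wells (complete cell-killing) and DMSO (no toxicity), and curves were fitted and classified.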
A549 tox = A549 cytotoxicity, counter-screen for Nrf2 inhibitors. AID 504648. Potency, µM (series often up to 46 µM), for the others: at the highest dose activity change, negative = cytotoxicity, hits mostly inhibitors. A549 ARE-Fluc cells, CellTiter-Fluor viability, 18-24 h. 0.16% of 390,000 active; also: potency is read from the fitted curve at half-maximal effect; % is scaled to controls: 0 for no effect and ±100 for the full control effect
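A549 ARE_Fluc cells in 5% FBS OPTI-MEM were exposed to compounds in concentration-response for 18-24 h at 37 deg C. Viability was read by CellTiter-Fluor fluorescence (Ex 405/Em 525) after 30 min, before the luciferase read.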
Starred values were filed as active, the others as inactive; i = inactive; ? = inconclusive; · = not tested or not shown; & = joins results of further samples; [ ] = remark or other dose. Unless noted, calls follow the shape of the dose curve; as a rule, active = well fitted curve in the direction sought with a large enough effect; inconclusive = small, poorly fitted or top-dose-only effect, or another doubt; inactive = no such curve, though single readings can be large; an effect the other way counts as inactive or inconclusive.

Below each compound – EPAC2 ag | TGFb inhibitor | Nrf2 inh | ATXN2 expr inh | Nrf2 ARE act | S2 tox | IL-2 act | HepG2 tox | A549 tox
Cc1nc2c3cc(F)ccc3n(Cc3ccccc3F)c2s1
    5.1% | 0.0% | ? | -16.3%[11.3 µM] | 3.4% | i | -5.6 | 0.7% | 1.4%
COc1cccc(CN2CCc3nc(Nc4ccc5c(c4)OCCO5)ncc3C2)c1
    · | -20.8% | · | 11.1% | 5.0% | i | · | -13.1% | 4.2%
CCCc1cc(=O)oc2cc(OC(C)C(=O)NCC3CCC(C(=O)O)CC3)c(Cl)cc12 (stereo not drawn)
    3.4% | -1.4% | -10.2% | -2.2% | -0.3% | i | -0.4 | -15.5% | 6.2%
S=C(NCCCCN(Cc1ccc(Cl)cc1)c1ccc(Br)cn1)NCCCc1cnc[nH]1
    11.0% | ? | ? | ? | -0.4% | ? | -1.1 | -101.5%&-99.9% | -3.6%
O=C1NN=C(c2ccc(Br)cc2)CC1c1ccc(Cl)cc1 (stereo not drawn)
    6.9% | -10.0% | 22.6% | -17.5% | 3.7% | i | 0.1 | -12.5% | 12.1%
CC1CCN(S(=O)(=O)c2cc(C(=O)Nc3ccc(Br)cc3F)n(C)c2)CC1
    · | 11.2µM* | · | -14.6% | 4.3% | i | · | -29.8% | 7.1%
CCOC(=O)COc1ccc(S(=O)(=O)NCCC2=CCCCC2)cc1
    10.2% | -24.1% | 6.9% | -15.2% | 6.0% | i | 0.5 | 0.2% | 3.0%
N#Cc1ccc(CNc2cnccn2)cc1
    10.6% | -14.8% | · | 10.3% | 0.4% | i | -0.1 | 2.4% | ?
CCn1ncc(/C=N/NC(=O)c2cc(Cl)ccc2OC)c1C
    2.5% | -2.7% | -15.4% | -1.8% | 2.1% | i | -0.4 | 3.8% | -4.6%
COc1ccc(C2C(C#N)=C(N)OC3=C2C(=O)CC(C)(C)C3)cc1Cn1cc([N+](=O)[O-])cn1 (stereo not drawn)
    12.6% | ? | -18.4% | -2.5% | 2.7% | i | -0.2 | -22.3% | -3.9%
O=S(=O)(c1ccccc1)n1ccc2ccccc21
    13.2% | 30.8% | · | -14.7% | 1.4% | i | -0.3 | -2.6% | 4.2%
Cc1ccc(-n2c(C)cc(C(=O)COC(=O)c3ccc[nH]c3=O)c2C)cc1C
    -7.0% | 0.0% | ? | -14.5% | -1.0% | i | -2.2 | -0.7% | -0.9%
COCCNC(=O)CS(=O)Cc1nc(-c2ccc(Cl)cc2)oc1C (stereo not drawn)
    8.6% | 3.0% | -12.4% | 6.8% | 0.6% | i | -0.7 | 2.5% | 6.8%
Cc1cccc2sc(NNC(=O)c3ccc(S(=O)(=O)N4CCc5ccccc5C4)cc3)nc12
    -3.7% | 11.2µM* | ? | ? | 2.0% | ? | -0.7 | -34.0% | -12.8%
CCc1nn2c(N)c(/C=C3\C=Nc4ccccc43)c(=O)nc2s1
    0.8%&-11.4% | 19.5%&2.7% | 1.3%&19.3% | 5.8%&10.3% | 2.4%&3.8% | i | 0.8&-0.2 | 0.2%&-1.4% | ?
O=c1[nH]c2cccnc2n1-c1cccc([N+](=O)[O-])c1
    0.2% | -3.6% | -18.6% | 5.9% | 0.0% | i | 2.1 | -6.9% | 0.1%
COc1ccc(CNc2nc(C)c([N+](=O)[O-])c(C)c2C#N)cc1
    11.2% | 4.3% | -25.9% | 3.2% | 0.5% | i | -0.9 | -14.9% | 14.7%
Cc1oc2cc3oc(=O)c(CCC(=O)NCCCN4CCCC4=O)c(C)c3cc2c1C
    0.6% | -24.4% | -6.0% | 2.7% | 0.7% | i | -0.2 | -1.4% | -9.9%
NNC(=O)Cn1c(COc2ccc(Cl)cc2)nc2ccccc21
    7.1% | -14.0% | ? | 2.3% | -0.5% | i | -4.6 | -8.4% | -3.3%
O=C(NC1CCCC1)c1ccc(Cn2c(=O)[nH]c3ccsc3c2=O)cc1
    8.4% | 5.4% | -2.3% | -0.7% | 0.0% | i | -2.0 | -1.1% | 5.7%
COc1ccc(C(=Cc2cc(OC)c(OC)cc2[N+](=O)[O-])C(=O)O)cc1
    0.1% | 10.4% | 10.6% | -7.6% | 2.3% | ? | 0.5 | -4.7% | -3.4%
CCOc1ccccc1C(C(=O)NC1CCCC1)N(C(=O)c1csnn1)C1CC1 (stereo not drawn)
    3.7% | 3.0% | 0.7% | 1.7% | -0.9% | i | 0.0 | -18.6% | 1.0%
Cc1nnn(C23CC4CC(CC(C4)C2)C3)n1
    12.7% | 1.1% | -3.3% | 2.9% | -0.1% | i | -0.4 | 0.1% | 14.5%
Cc1cc(C(=O)N2CCCC(C(=O)c3cccc4ccccc34)C2)nc(C)n1 (stereo not drawn)
    7.9% | 2.7% | 7.4% | · | 0.4% | i | 0.0 | -1.2% | 13.4%
O=C(CN1C(=O)c2ccccc2S1(=O)=O)c1ccc2c(c1)OCCO2
    17.3% | -14.9% | 0.0731µM* | · | -3.6% | i | 2.2 | -7.4% | 12.0%
O=c1[nH]cnc2sc(-c3ccccc3)cc12
    4.9% | 19.2% | 5.9% | 37.9%[activator] | 0.7% | i | -1.6 | -8.3% | 8.6%
CCc1ccc(C(=O)COC(=O)CNC(=O)COc2ccccc2)cc1
    10.8% | -3.0%&20.9% | 7.8%&-9.8% | -4.3% | -0.5% | i | -2.1 | 0.1%&8.4% | -3.1%&4.5%
O=C(O)c1cnn2c1NC(c1cccs1)CC2C(F)(F)F (stereo not drawn)
    -0.5% | 30.8% | · | -2.1% | 0.2% | i | 0.7 | 50.9% | -3.0%
Cn1ncc(C#N)c1NC(=O)c1cc(-c2ccccc2Cl)on1
    -8.7% | -0.6% | 4.6% | 6.7% | 0.2% | i | -2.5 | -0.6% | -5.2%
COC(=O)c1ccc(C)c(NC(=O)CCc2cc(OC)c(OC)c(OC)c2)c1
    6.3% | 28.3% | 2.8% | -11.2% | 0.4% | i | -4.1 | 24.4% | 4.1%

Some values from the entries so far.
CCc1nn2c(N)c(/C=C3\C=Nc4ccccc43)c(=O)nc2s1 in ATXN2 expr inh reads 5.8%&10.3%
COc1ccc(C(=Cc2cc(OC)c(OC)cc2[N+](=O)[O-])C(=O)O)cc1 in A549 tox reads -3.4%
COc1cccc(CN2CCc3nc(Nc4ccc5c(c4)OCCO5)ncc3C2)c1 in TGFb inhibitor reads -20.8%
Cc1oc2cc3oc(=O)c(CCC(=O)NCCCN4CCCC4=O)c(C)c3cc2c1C in Nrf2 ARE act reads 0.7%
Cc1cccc2sc(NNC(=O)c3ccc(S(=O)(=O)N4CCc5ccccc5C4)cc3)nc12 in EPAC2 ag reads -3.7%

(list continues)
Below each compound – EPAC2 ag | TGFb inhibitor | Nrf2 inh | ATXN2 expr inh | Nrf2 ARE act | S2 tox | IL-2 act | HepG2 tox | A549 tox
O=C(NC(=S)Nc1ccc2[nH]c(=O)[nH]c2c1)c1ccccc1F
    -0.3% | ? | 5.8% | 5.7% | 9.5% | i | -3.2 | 6.4% | 0.1%
CC(C)N1C(=O)CCC1C(=O)NCc1cccs1 (stereo not drawn)
    7.2% | 11.5% | -10.7% | -16.4% | -0.4% | i | 6.8 | -4.4% | -10.1%
CCN(CC)c1ccc(C(=O)NNC(=O)CNC(=O)c2ccco2)cc1
    7.1% | -5.3% | 7.8% | 4.5% | 0.3% | i | -1.1 | 0.7% | -1.5%
COc1ccc(CNC(=O)C(C)c2ccc([N+](=O)[O-])cc2)cc1 (stereo not drawn)
    6.2% | 0.9% | -15.4% | 0.3% | 0.3% | i | -2.6 | 17.3% | 2.4%
CC(Oc1ccccc1Br)C(=O)N1CCc2ccccc21 (stereo not drawn)
    11.2% | 2.8% | 22.3% | 21.9% | 2.3% | i | 0.3 | -8.7% | 2.3%
O=Cc1c(NCc2ccccc2)c2ccccc2[nH]c1=O
    1.9% | 17.2% | 15.4% | · | -0.3% | i | -0.3 | -0.1% | 0.9%
CC(C)CCN(C(=O)c1csnn1)C(C(=O)NC1CCCC1)c1ccccc1 (stereo not drawn)
    -1.2% | -8.4% | 17.9% | 11.6% | 0.1% | i | -0.5 | 3.5% | 2.2%
Cc1cccc(S(=O)(=O)NC(=O)C2(C)CCN2C(=O)C2(c3ccc(Cl)cc3)CC2)c1 (stereo not drawn)
    2.4% | -1.4% | · | 7.4% | 0.3% | i | 1.1 | -4.5% | ·
Cc1nc2ccccc2nc(C)c1=NOCc1ccc(Cl)cc1Cl
    9.8% | -2.9% | 6.6% | -23.9% | 4.6% | i | 0.7 | -1.6% | 14.6%
COc1cccc(C(=O)CN(C(=O)c2ccc(Cl)cc2Cl)N2C(=O)c3ccccc3C2=O)c1
    7.8% | -8.9% | -13.1% | -8.3% | 0.2% | i | -1.9 | 6.2% | -1.5%
CC(=O)c1ccccc1NC(=O)COC(=O)/C=C/c1cccs1
    0.1% | 27.7% | 10.5% | -5.1% | 4.2% | i | -2.4 | 3.2% | -0.4%
CCCNC(=O)COC(=O)/C=C/c1cccc(F)c1
    -2.5% | 2.4% | 14.1% | 3.5% | 2.8% | i | 0.3 | 12.2% | 0.7%

Reprinted at random: 2 entries already listed.
Below each compound – EPAC2 ag | TGFb inhibitor | Nrf2 inh | ATXN2 expr inh | Nrf2 ARE act | S2 tox | IL-2 act | HepG2 tox | A549 tox
CCN(CC)c1ccc(C(=O)NNC(=O)CNC(=O)c2ccco2)cc1
    7.1% | -5.3% | 7.8% | 4.5% | 0.3% | i | -1.1 | 0.7% | -1.5%
CC(=O)c1ccccc1NC(=O)COC(=O)/C=C/c1cccs1
    0.1% | 27.7% | 10.5% | -5.1% | 4.2% | i | -2.4 | 3.2% | -0.4%
